Casp6 inh – human caspase-6 inhibitors, primary screen, biochemical, VEID-R110 fluorescence, single point, set 2 | P55212 | purified caspase-6, Z-VEID-R110 cleavage fluorescence | inhibition, % at 12.5 µM | 0.53% of 350,000 active | AID 686996, 2013;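 active means mean inhibition across replicates at least about 35%, with every replicate also reaching that limit, limit read from the data; inconclusive means only one of the two criteria met; inactive means neither criterion met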;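 further: 0% = median of neutral control wells and 100% = no fluorescence left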
Target sequence (P55212 24-179 limits assumed): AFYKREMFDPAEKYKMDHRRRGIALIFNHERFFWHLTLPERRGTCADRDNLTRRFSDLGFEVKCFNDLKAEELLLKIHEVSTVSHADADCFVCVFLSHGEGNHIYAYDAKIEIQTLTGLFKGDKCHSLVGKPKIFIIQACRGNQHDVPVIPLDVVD
Target sequence (P55212 194-293 limits assumed): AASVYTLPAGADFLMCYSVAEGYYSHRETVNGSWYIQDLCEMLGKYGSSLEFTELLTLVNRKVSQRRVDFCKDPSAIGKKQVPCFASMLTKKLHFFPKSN
RAD52 anneal inh – RAD52 DNA annealing inhibitors, primary screen, biochemical, FRET, single point, set 2; AID 651710, 2012; DNA repair protein RAD52 homolog (Homo sapiens), P43351; inhibition, % at 18.7 µM; recombinant RAD52 DNA annealing, FRET fluorescence; 0.46% of 360,000 active;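 active means every replicate showing at least 50% inhibition; inconclusive means mean inhibition at least 50% but not in every replicate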
RAD54 inh – inhibitors of human RAD54 branch migration, primary screen, biochemical, fluorescence, single point; inhibition, % at 10.4 µM; RAD54 Holliday junction branch migration, FAM/BHQ fluorescence; 0.14% of 360,000 active; DNA repair and recombination protein RAD54-like (Homo sapiens), Q92698; AID 602329, 2012;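 active means mean normalized replicate activity at least 40 and at least half of replicates scoring 40 or more; inconclusive means only one of the two criteria met; inactive means mean below 40 and under half of replicates reaching 40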;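 further: 0% = median of neutral control wells and 100% = median of positive control wells; inhibitors cause a drop in the FAM fluorescence signal; in these data hits start at about 50%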
Target sequence (Q92698 whole entry, looked up): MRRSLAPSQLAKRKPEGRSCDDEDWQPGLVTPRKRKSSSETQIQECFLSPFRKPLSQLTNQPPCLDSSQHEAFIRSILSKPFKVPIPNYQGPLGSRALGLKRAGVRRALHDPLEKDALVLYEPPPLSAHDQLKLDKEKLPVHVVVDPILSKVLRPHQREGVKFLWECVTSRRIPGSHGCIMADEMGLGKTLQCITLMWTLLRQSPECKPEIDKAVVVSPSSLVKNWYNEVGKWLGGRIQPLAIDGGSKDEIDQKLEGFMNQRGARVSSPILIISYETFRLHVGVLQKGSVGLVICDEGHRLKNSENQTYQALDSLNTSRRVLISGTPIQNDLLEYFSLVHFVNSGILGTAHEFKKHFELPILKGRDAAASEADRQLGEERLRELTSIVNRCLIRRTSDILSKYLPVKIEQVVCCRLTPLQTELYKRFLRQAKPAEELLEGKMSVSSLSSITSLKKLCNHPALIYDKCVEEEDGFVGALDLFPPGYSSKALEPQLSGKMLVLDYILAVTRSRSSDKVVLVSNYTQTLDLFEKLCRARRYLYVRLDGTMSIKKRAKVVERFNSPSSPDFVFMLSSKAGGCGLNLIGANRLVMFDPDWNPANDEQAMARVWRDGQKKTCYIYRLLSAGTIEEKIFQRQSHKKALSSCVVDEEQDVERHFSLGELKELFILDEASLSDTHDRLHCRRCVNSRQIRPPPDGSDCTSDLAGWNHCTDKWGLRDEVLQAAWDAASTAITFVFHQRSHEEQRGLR
E-sel inducer – E-selectin induction in HUVECs, primary screen, imaging, HUVEC, immunofluorescence imaging, single point; P16581; normalized: neutral wells 0, TNF-alpha wells 100; activation, % at 7.58 µM; 0.37% of 260,000 active; AID 686992, 2013;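 active means mean E-selectin-positive cell signal at least 10% of the positive control, reached in at least 60% of replicates, without over 20% cell loss; inconclusive means no rule given, readout overlaps actives, possibly toxicity-flagged; inactive means the rest, including those meeting only one limit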;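 further: in these data hits start at about 27%; measured in HUVEC primary endothelial cells; signal is the percent of cells scored E-selectin positive by PE staining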
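Read-out basis: % PE-positive cells; Test system: HUVEC primary endothelial cells; Technique: immunofluorescence imaging; Dosing: single-point compound dose.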
ARNT TACC3 PPI – disruptors of ARNT/TACC3 protein interaction, primary screen, biochemical, AlphaScreen, single concentration | 0.66% of 390,000 active | AID 623870, 2012 | inhibition, % at 9.99 µM | AlphaScreen His-ARNT PAS-B/GST-TACC3 binding, luminescence; TACC3 fragment carries E629A point mutation;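 active means mean inhibition of replicates at least 50% and at least half of replicates each reaching 50%; inconclusive means half or more replicates reach 50% but mean below 50%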;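 further: 0% = complete ARNT plus TACC3 wells and 100% = ARNT alone without TACC3; many hits fall short of the cut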
esBAF inh – Bmi1 luciferase reporter increase in mESCs, primary screen, esBAF inhibitor project, mouse ES cells, Bmi1 luciferase knock-in, single point. 24 h; 100% = twice the neutral-well signal. reporter increase, % at 12.5 µM. 2% of 350,000 active; in the data active means activation above about 40%; inconclusive means no clear call, values can overlap the other calls;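 further: 0% = median of the plate's neutral control wells and 100% = double that signal; a rise in the Bmi1 reporter signal indicates esBAF inhibition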
PglD DTNB – C. jejuni PglD acetyltransferase inhibitors, primary screen, biochemical, DTNB colorimetric, single point | 0.098% of 360,000 active | inhibition, % at 12.5 µM | purified PglD enzyme, DTNB colorimetric CoA detection; in the data active means inhibition above about 16%, passing the limit was not always enough; inconclusive means no clear call, values can overlap the other calls; further: strong numbers were not always called active
ERp5 inh – inhibitors of ERp5-driven insulin aggregation, primary screen, biochemical, turbidity, absorbance 650 nm, single point; Protein disulfide-isomerase A6 (Homo sapiens), Q15084; 90 min; inhibition, % at 9.99 µM; 0.05% of 350,000 active; AID 651711, 2012;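 active means mean replicate inhibition above about 25%, with every replicate also reaching it, limit read from the data, passing the limit was not always enough; inconclusive means only one of those two criteria met; inactive means neither criterion met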
Active calls of the source: *; ? = inconclusive; . = not tested or not shown.

molecule,esBAF inh,PglD DTNB,Casp6 inh,ARNT TACC3 PPI,RAD54 inh,ERp5 inh,E-sel inducer,RAD52 anneal inh
OC[C@@H]1[C@@H](c2ccc(-c3ccccc3)cc2)[C@@H]2CN(Cc3ccccn3)CCCCN12,.,2,1,.,-6,6,0.1,-41
CCCNC(=O)C[C@@H]1CC[C@H]2[C@@H](COc3ccc(NC(=O)Nc4ccccc4)cc3C(=O)N2C)O1,1,2,.,0,5,.,-0.1,.
c1ccc(Cn2nnc3c(NCC4CCCO4)nc(C4CC4)nc32)cc1 (centres undefined),.,.,0,-6,.,-5,0.6,0
O=C(c1cc2nc(-c3ccccc3)cc(C(F)(F)F)n2n1)N1CCOCC1,18,-7,2,0,0,-1,.,-5
CCCCC(=O)Nc1ccc(Cl)cn1,20,-2,.,-9,-2,.,.,.
CC(NC(=O)c1ccco1)C(=O)O (centres undefined),-1,-3,0,-11,1,12,0.8,-8
CN(Cc1ccccc1)C(=O)COC(=O)c1ccc(Cl)cc1N,.,.,-1,1,.,-15,.,-5
COc1ccc(Nc2nc(C(=O)N3CCc4ccccc4C3)cs2)cc1,.,.,2,7,.,-1,-1.6,-13
C[C@H](CO)N1C[C@H](C)[C@H](CN(C)C(=O)c2ccc3c(c2)OCO3)Oc2ncc(/C=C/c3ccccc3)cc2C1=O,2,-3,1,5,8,5,-0.1,1
Cc1ccc(S(=O)(=O)N(C)C[C@@H]2Oc3ccc(NC(=O)c4ccncc4)cc3CC(=O)N([C@H](C)CO)C[C@H]2C)cc1,-4,-3,1,-7,8,-5,-0.1,15
COc1ccc(-c2cc(=O)[nH]c(=S)[nH]2)cc1,-3,3,.,-6,15,-7,.,-19
COc1cccc(NC(=O)N(C)C[C@@H]2Oc3cc(/C=C/c4ccccc4)ccc3S(=O)(=O)N([C@H](C)CO)C[C@@H]2C)c1,-2,1,8,-4,-1,5,0.0,-11
CCCn1c(=O)c(C(=O)c2ccccc2)nc2ccccc21,-3,0,.,-9,-6,.,.,.
CC1(c2nnc(Cc3ccccc3)o2)CC(c2ccc(OC(F)(F)F)cc2)=NO1 (centres undefined),-3,0,-1,-2,2,4,0.1,-12
COc1ccc(N(CC(=O)Nc2ccccc2C(=O)N2CCCC2)S(C)(=O)=O)cc1,-7,2,1,-2,3,7,.,-16
Cc1ccc(-n2nc(N)c3c(=O)oc(N(C)C)nc32)cc1,-6,-8,.,-1,-1,.,.,.
Cc1nc(SCCO)c2oc3ccccc3c2n1,11,1,3,-4,-4,1,.,-2
O=C(C[C@H]1CC[C@H]2[C@@H](COC[C@H](O)CN2Cc2ccc(F)cc2)O1)NCCc1ccccc1,1,-4,-3,-14,-4,0,0.0,-1
Cc1ccccc1-c1ccc2c(c1)O[C@@H](CN(C)C(=O)Nc1ccc(F)cc1)[C@H](C)CN([C@H](C)CO)S2(=O)=O,3,2,-1,3,8,0,-0.2,4
COc1ccccc1CN1CC(C(=O)NCCCc2ccc(F)cc2)CCC1=O (centres undefined),-1,1,-8,7,-11,-3,.,-12
Cn1c(C(=O)N2COCC2(C)C)cc2c(=O)n3ccccc3nc21,32,5,.,0,-21,.,.,.
COCCn1c(=O)[nH]c2cc(C(=O)OC)ccc2c1=O,-5,2,.,-5,-6,.,.,.
Cc1cccc2sc(NC(=O)C3=NN(c4ccccc4)C(=O)CC3)nc12,.,.,-3,-8,.,0,.,-3
O=C(C[C@H]1C[C@@H]2c3cc(NC(=O)CC4CC4)ccc3O[C@@H]2[C@H](CO)O1)NCc1cccnc1,-6,0,-1,-2,-8,-50,0.4,-5
N/C(=N\OC(=O)c1cc(-c2ccccc2)nc2ccccc12)c1ccncc1,-7,2,3,-2,6,3,.,-5
COc1cccc(-c2cnc3c(c2)C(=O)N([C@H](C)CO)C[C@H](C)[C@@H](CN(C)CC2CCOCC2)O3)c1,0,-4,3,-6,-1,-3,0.0,2
COc1ccccc1S(=O)(=O)N[C@H]1CC[C@@H](CC(=O)N2CCOCC2)O[C@@H]1CO,2,-1,0,.,0,2,0.6,2
Cc1ccc(CSc2ccc(C(=O)N3CCOCC3)cc2[N+](=O)[O-])cc1,.,.,0,6,.,-3,-1.8,6
C[C@@H]1CN([C@@H](C)CO)C(=O)c2cccc(NC(=O)c3nc4ccccc4s3)c2O[C@H]1CN(C)S(=O)(=O)c1ccccc1,-2,0,-1,29,9,0,0.2,14
O=C1CCCc2nc(N3CCCCC3)sc21,29,-1,.,-7,-3,.,.,.

No new results follow: 10 of the compounds above.
molecule,esBAF inh,PglD DTNB,Casp6 inh,ARNT TACC3 PPI,RAD54 inh,ERp5 inh,E-sel inducer,RAD52 anneal inh
OC[C@@H]1[C@@H](c2ccc(-c3ccccc3)cc2)[C@@H]2CN(Cc3ccccn3)CCCCN12,.,2,1,.,-6,6,0.1,-41
CCCNC(=O)C[C@@H]1CC[C@H]2[C@@H](COc3ccc(NC(=O)Nc4ccccc4)cc3C(=O)N2C)O1,1,2,.,0,5,.,-0.1,.
c1ccc(Cn2nnc3c(NCC4CCCO4)nc(C4CC4)nc32)cc1 (centres undefined),.,.,0,-6,.,-5,0.6,0
O=C(c1cc2nc(-c3ccccc3)cc(C(F)(F)F)n2n1)N1CCOCC1,18,-7,2,0,0,-1,.,-5
CCCCC(=O)Nc1ccc(Cl)cn1,20,-2,.,-9,-2,.,.,.
CC(NC(=O)c1ccco1)C(=O)O (centres undefined),-1,-3,0,-11,1,12,0.8,-8
CN(Cc1ccccc1)C(=O)COC(=O)c1ccc(Cl)cc1N,.,.,-1,1,.,-15,.,-5
COc1ccc(Nc2nc(C(=O)N3CCc4ccccc4C3)cs2)cc1,.,.,2,7,.,-1,-1.6,-13
C[C@H](CO)N1C[C@H](C)[C@H](CN(C)C(=O)c2ccc3c(c2)OCO3)Oc2ncc(/C=C/c3ccccc3)cc2C1=O,2,-3,1,5,8,5,-0.1,1
Cc1ccc(S(=O)(=O)N(C)C[C@@H]2Oc3ccc(NC(=O)c4ccncc4)cc3CC(=O)N([C@H](C)CO)C[C@H]2C)cc1,-4,-3,1,-7,8,-5,-0.1,15

(cont.)
molecule,esBAF inh,PglD DTNB,Casp6 inh,ARNT TACC3 PPI,RAD54 inh,ERp5 inh,E-sel inducer,RAD52 anneal inh
N#C/C(=C/C=C/c1ccccc1)C(=O)Nc1ccccc1,2,2,1,-1,10,-3,.,-16
CNC[C@H]1Oc2ccc(NC(=O)CCN3CCOCC3)cc2C(=O)N([C@H](C)CO)C[C@H]1C,3,-1,1,19,-7,3,0.4,-2
COc1ccc(OCC(=O)N/N=C/C2CC=CCC2)cc1 (centres undefined),-4,.,-1,-6,.,2,1.6,-8
C[C@@H]1CCCCO[C@H](CN(C)C(=O)c2ccccc2)[C@@H](C)CN([C@@H](C)CO)C(=O)c2cc(NS(=O)(=O)c3cn(C)cn3)ccc2O1,-3,-9,1,-3,4,-1,-0.2,4
COC(=O)c1ccc(Cn2c(C)c(C(=O)NCc3ccco3)sc2=O)o1,0,6,2,.,-4,7,0.0,-11
CCCCn1c(N)c(N(CCOC)C(=O)COc2c(C)cccc2C)c(=O)[nH]c1=O,.,.,-6,-13,.,3,0.6,-1
CCSc1nnc(NC(=O)Cc2ccc(OC)c(S(=O)(=O)N3CCOCC3)c2)s1,8,3,.,-4,-8,.,.,.
CCn1c(CC(=O)Nc2ccc(Cl)cc2)nnc1SCC(=O)N1CCOCC1,-1,5,-1,-5,8,-13,0.0,-3
Cc1ccc(C)c(C(=O)COc2ccc(C)nc2[N+](=O)[O-])c1,3,-2,.,-5,0,.,.,.
COc1ccc(S(=O)(=O)N(C)C[C@H]2Oc3c(NS(=O)(=O)c4cccs4)cccc3C(=O)N([C@@H](C)CO)C[C@H]2C)cc1,-5,-3,3,4,-11,8,0.0,-36
Cc1nc(/C(=N/O)C(N)=O)cs1,1,-1,1,26,5,0,-0.7,-17
CN1C(=O)c2cc(NC(=O)c3ccc(F)cc3)ccc2OC[C@@H]2O[C@H](CC(=O)NCC3CC3)CC[C@H]21,0,-2,-4,8,-1,-3,0.0,6
CC1(C)Oc2ccc(C(=O)NC3CCCC3)cc2N(CC(=O)NC2CCCCC2)C1=O,-1,0,.,-2,1,.,.,.
Cc1ccc(F)cc1NC(=O)CSc1nnc(CNC(=O)c2ccco2)n1C,-5,.,4,-6,.,-5,4.6,-14
Cc1cc(C)cc(N(CC(=O)NCc2ccco2)C(=O)CCC(=O)Nc2ccccn2)c1,-9,-4,.,-5,2,.,.,.
Cc1cc(O)c(-c2cc(C(=O)Nc3ccc(S(=O)(=O)N4CCOCC4)cc3)[nH]n2)cc1C,4,-1,.,0,2,.,.,.
O=C(C[C@@H]1C=C[C@H](NC(=O)Nc2ccc3c(c2)OCO3)[C@@H](CO)O1)NCc1ccc(F)cc1,-3,0,-5,0,3,-1,-1.5,-5
CCc1ccc(N(C(=O)c2csnn2)C(C(=O)NC2CCCCC2)c2cccnc2)cc1 (centres undefined),-7,.,0,3,.,-2,0.4,-6
COc1ccccc1CC(=O)Nc1ccc(-c2nnc(-c3ccco3)o2)cc1,?,-6,.,-3,-5,.,.,.
Cc1sc2nc(-c3ccco3)oc(=O)c2c1C,10,-6,.,-2,-2,.,.,.
CCN(CC(=O)Nc1cc(Cl)ccc1C)C(=O)c1cc([N+](=O)[O-])ccc1N1CCOCC1,-5,3,2,.,2,-8,5.1,-9
C=CCN(C(=O)Cn1nc(C)n2c(cc3cc(C)ccc32)c1=O)c1ccccc1,-9,2,0,-1,-12,-4,.,-14
CCOC(=O)c1cc(C#N)c(SC)nc1C,.,.,-4,-3,.,1,.,-8
COc1ccc(/C=N/NC(=O)c2cccnc2)c(C(=O)O)c1OC,-1,4,-1,2,-6,0,-0.7,-13
O=C(/C=C/Nc1ccc(F)cc1)c1ccco1,25,-7,.,1,3,.,.,.
CC(=O)N(C[C@H]1N[C@H](CO)[C@@H]1c1ccc(-c2ccc(F)cc2)cc1)C(C)C,2,0,-1,5,10,-6,0.1,2
C[C@@H]1CCCCO[C@H](CN(C)S(=O)(=O)c2ccc(Cl)cc2)[C@@H](C)CN([C@H](C)CO)C(=O)c2cc(NS(=O)(=O)c3cccs3)ccc2O1,-5,3,1,0,4,-1,0.0,12
CC1(C)C(=Cc2ccccc2)C(=O)c2ccccc21,.,3,-1,.,-17,1,-0.2,-2
Cc1ccnc(N=O)c1,23,6,-1,.,-14,-1,0.2,-17
Fc1cccc(NC(=S)NC2CCCCCCC2)c1,.,-1,0,-11,12,-10,.,0

High-throughput results deposited in PubChem by Broad Institute.
